TDP1 cell noCPT: qHTS for Inhibitors of human tyrosyl-DNA phosphodiesterase 1 (TDP1): qHTS in cells in absence of CPT | DT40 Tdp1-/- hTDP1 cells, no CPT, ATP luminescence, 48 h | Potency, µM (series often up to 46.2 µM), for inactives: at the highest dose activity change, negative = growth inhibition, hits mostly inhibitors | hit rate 15% among 420,000 | AID 686978, 2013; also: nearly all actives have a fitted effect of over 55% in size
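Seeded 400 DT40-hTDP1 cells/well (vehicle DMSO, no 20 nM CPT); pinned compounds; ≥48 hr at 37 °C; CellTiter-Glo luminescence as viability measure.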
TDP1 inh: blocks human tyrosyl-DNA phosphodiesterase 1 | Q9NUW8 | hit rate 0.28% among 350,000 | recombinant TDP1, AlphaScreen DNA substrate cleavage | Potency, µM (top dose mostly 130 µM), for the others: top-dose activity change, negative = inhibition, most hits filed as inhibitors; also: nearly all actives have a fitted effect of over 40% in size
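Enzyme-compound mixtures sat 15 min at room temperature, followed by a 5 min reaction with 15 nM final substrate and 10 min with AlphaScreen beads. Recombinant human Tdp1 was used at 1 nM final.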
GCN5L2 inh: blocks human GCN5L2 histone acetyltransferase. GCN5L2 HAT assay, ThioGlo1 CoA-SH fluorescence. Potency, µM (titrated, usually from 58.9 µM), without a hit: at the highest dose activity change, negative = inhibition, actives largely listed as inhibitors. hit rate 0.21% among 390,000. AID 504327
Target sequence (Q92830 whole entry, looked up): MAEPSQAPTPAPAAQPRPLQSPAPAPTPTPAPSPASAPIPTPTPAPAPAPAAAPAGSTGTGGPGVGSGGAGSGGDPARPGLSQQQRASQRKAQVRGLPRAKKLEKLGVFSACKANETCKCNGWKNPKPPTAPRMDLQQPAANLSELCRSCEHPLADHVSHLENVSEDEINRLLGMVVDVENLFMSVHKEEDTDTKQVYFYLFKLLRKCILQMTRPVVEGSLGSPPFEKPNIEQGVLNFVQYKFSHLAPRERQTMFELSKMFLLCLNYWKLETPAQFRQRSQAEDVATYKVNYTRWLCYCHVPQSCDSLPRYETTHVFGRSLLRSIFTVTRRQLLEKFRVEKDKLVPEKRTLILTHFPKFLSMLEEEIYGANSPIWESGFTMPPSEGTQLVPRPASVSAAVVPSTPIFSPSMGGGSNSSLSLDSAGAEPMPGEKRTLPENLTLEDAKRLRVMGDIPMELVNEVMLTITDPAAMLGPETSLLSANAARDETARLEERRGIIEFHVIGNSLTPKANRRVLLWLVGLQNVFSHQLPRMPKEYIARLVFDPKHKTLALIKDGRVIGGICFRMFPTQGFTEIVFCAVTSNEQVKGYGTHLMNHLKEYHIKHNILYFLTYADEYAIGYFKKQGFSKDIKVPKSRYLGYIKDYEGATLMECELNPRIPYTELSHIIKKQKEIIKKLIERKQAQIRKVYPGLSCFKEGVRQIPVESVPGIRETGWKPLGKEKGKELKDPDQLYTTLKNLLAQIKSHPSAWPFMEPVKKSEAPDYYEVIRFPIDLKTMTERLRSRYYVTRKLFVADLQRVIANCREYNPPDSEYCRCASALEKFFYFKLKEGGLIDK
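Titration-based screen in which CoA formation is detected via maleimide probe ThioGlo1 (50uM) turning fluorescent on thiol reaction; substrates H3(1-25) 75uM and acetyl-CoA 70uM, GCN5L2 20nM, 20 min incubation at room temperature.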
Active calls of the source: *; ? = inconclusive; nt = not tested or not shown; [ ] = another dose, or the depositor's remark. Calls follow the shape of the dose curve; as a rule, active = well fitted curve in the direction sought with a large enough effect; inconclusive = small, poorly fitted or top-dose-only effect, or another doubt; inactive = no such curve, though single readings can be large; an effect the other way counts as inactive or inconclusive. % is scaled to controls: 0 for no effect and ±100 for the full control effect; potency is read from the fitted curve at half-maximal effect.

Results follow in this order: TDP1 inh	GCN5L2 inh	TDP1 cell noCPT
#1 COc1ccccc1N(CC(=O)N1CCN(c2ccccc2)CC1)S(=O)(=O)c1ccc(C)cc1
    7%	-6%	?
#2 CN(C(=O)C1CCOC1)c1nnc(C2CCOC2)s1 (stereo unspecified)
    6%	0%	-5%
#3 CCC(=O)Nc1cccc(-c2cn3ccccc3n2)c1
    -1%	9%	-20%
#4 Cc1ccc(N(CC(=O)NC2CCCCC2)C(=O)CCCC(=O)Nc2ccccn2)c(C)c1
    1%	-3%	-18%
#5 CCC(C)(C(=O)NC1CCCCC1)N(C(=O)c1ccccn1)c1ccccc1 (stereo unspecified)
    1%	1%	-16%
#6 Cn1nnnc1SCCCNCc1ccccc1OCc1ccc(F)cc1
    -4%	-3%	?
#7 O=C(CSc1oc(-c2ccccc2)nc1S(=O)(=O)c1ccc(F)cc1)NCC1CCCO1 (stereo unspecified)
    -5%	-1%	?
#8 CCOC(=O)C1CCN(C(=O)COC(=O)/C=C/c2ccc([N+](=O)[O-])cc2)CC1
    1%	-8%	?
#9 Cc1nnc(N2C(=O)C(O)=C(C(=O)c3ccco3)C2c2ccc(C(C)C)cc2)s1 (stereo unspecified)
    5%	-9%	-1%
#10 COc1cc(/C=N/NC(=O)CNC(=O)c2ccncc2)ccc1O
    0%	2%	16%
#11 O=C(COC(=O)Cn1cnc2ccccc21)NCCc1ccc(Cl)cc1
    2%	-5%	-1%
#12 CC(C)O
    -11%	18%	10%
#13 Cc1ccccc1NC(=O)CNc1ccccc1N1CCCCC1
    3%	0%	?
#14 COc1ccc(CN(C(=O)c2snc(C(N)=O)c2N)C(C(=O)NC2CCCC2)c2ccco2)cc1 (stereo unspecified)
    10%	-7%	?
#15 Cc1cc(=O)n2c(C(=O)Nc3ccc(C(=O)OC(C)C)cc3)c(C(=O)Nc3ccccc3)sc2n1
    6%	-11%	15µM*
#16 CCCCCCCCCCCC(=O)NC1CCS(=O)(=O)C1 (stereo unspecified)
    6%	-1%	?
#17 O=C(COc1ccc([N+](=O)[O-])cc1)N1CCC(c2nc3ccccc3s2)CC1
    5%	-9%	9.2µM*
#18 O=C(NCc1cccnc1)c1ccccc1NC(=O)c1c(F)cccc1F
    2%	0%	9%
#19 Cc1ccc(Nc2nc(N)c([N+](=O)[O-])c(NCc3ccco3)n2)cc1
    3%	-4%	?
#20 CC(C)NC(=O)N1CC[C@@]2(CCCN(C(=O)c3cccc(F)c3)C2)C1
    nt	-15%	-6%

Entries listed so far containing fluorine, in the order listed:
Results follow in this order: TDP1 inh	GCN5L2 inh	TDP1 cell noCPT
#6 Cn1nnnc1SCCCNCc1ccccc1OCc1ccc(F)cc1
    -4%	-3%	?
#7 O=C(CSc1oc(-c2ccccc2)nc1S(=O)(=O)c1ccc(F)cc1)NCC1CCCO1 (stereo unspecified)
    -5%	-1%	?
#18 O=C(NCc1cccnc1)c1ccccc1NC(=O)c1c(F)cccc1F
    2%	0%	9%
#20 CC(C)NC(=O)N1CC[C@@]2(CCCN(C(=O)c3cccc(F)c3)C2)C1
    nt	-15%	-6%

3 compounds from above with just TDP1 inh.
#	Structure	TDP1 inh
13	Cc1ccccc1NC(=O)CNc1ccccc1N1CCCCC1	3%
14	COc1ccc(CN(C(=O)c2snc(C(N)=O)c2N)C(C(=O)NC2CCCC2)c2ccco2)cc1 (stereo unspecified)	10%
15	Cc1cc(=O)n2c(C(=O)Nc3ccc(C(=O)OC(C)C)cc3)c(C(=O)Nc3ccccc3)sc2n1	6%

Other results follow:
Results follow in this order: TDP1 inh	GCN5L2 inh	TDP1 cell noCPT
#21 CC1CCCCC1NC(=O)C1CCC(CNc2c(N3CCCCC3)c(=O)c2=O)CC1 (stereo unspecified)
    nt	18%	2%
#22 COc1ccc(NC(=O)CN2C(=O)CSc3ccc(S(=O)(=O)N4CCC(C)CC4)cc32)cc1
    6%	-7%	?
#23 CC(=O)c1ccc(S(=O)(=O)N2CCN(S(=O)(=O)c3ccccc3C(F)(F)F)CC2)cc1
    nt	2%	12%
#24 COc1cccc(N2CCN(Cc3nc4ccccc4c(=O)[nH]3)CC2)c1
    5%	9%	?
#25 O=C(COc1ccc(S(=O)(=O)N2CCCC2)cc1Cl)N1CCN(c2ccccc2)CC1
    9%	-17%	?
#26 COC(=O)CNc1c(-c2ccccc2)nc2ccc(Br)cn12
    7%	?	?
#27 Cc1ccccc1OC(=O)CSc1nnc(-c2cccs2)o1
    14%	-8%	-2%
#28 CC(=O)N1CCN(C(=O)CCc2cc(C(C)(C)C)c(O)c(C(C)(C)C)c2)CC1
    2%	-19%	-24%
#29 COc1ccc(C(C)=O)cc1CSc1nnc(-c2ccncc2)o1
    nt	-1%	-34%
#30 CCCCCCCCCCCCN1C/C(=C\C(=O)OCC)c2cc(C(F)(F)F)ccc2S1(=O)=O
    nt	-12%	?
#31 COc1ccccc1NC(=O)COc1ccc(C(=O)OCC(=O)N(C(C)C)C(C)C)cc1OC
    7%	1%	?
#32 COc1ccc(CCNC(=O)c2cc(C)nc3c2c(C)nn3-c2ccc(C)cc2)cc1OC
    2%	0%	?
#33 C#CCOc1ccccc1/C=N/NC(=O)c1ccccc1OCc1ccccc1
    0%	-31%	21µM*
#34 Cc1cc([N+](=O)[O-])ccc1NC(=O)CCC(=O)N1CCCCC1
    2%[56.1 µM]	-3%	1%
#35 CCCCCC(=O)Nc1cccc(C2=NOC3(C2)C[C@@H](C(N)=O)N(C(=O)CC(c2ccccc2)c2ccccc2)C3)c1 (stereo partly specified)
    6%	-4%	?
#36 COc1ccc(C2=NN(C(=O)CSc3nc4ccccc4s3)C(c3ccc(F)cc3)C2)cc1 (stereo unspecified)
    3%	2%	?
#37 COc1cccc(CSc2nc3cc(OC)c(OC)cc3c3nc(CCn4nc(C)cc4C)nn23)c1
    -2%	-3%	-1%
#38 COc1ccc(/C=C2\SC(=S)N(CCCCCC(=O)Nc3cc(C)on3)C2=O)cc1OC
    1%	?	-28%
#39 Cc1ccc(C)c(Cn2c(=O)n(CCCC(=O)NCc3ccco3)c(=O)c3sccc32)c1
    4%	0%	12µM*
#40 CSCC[C@H](N)C(=O)N[C@@H](CCCN=C(N)N)C(=O)N[C@@H](Cc1ccccc1)C(=O)N[C@@H](Cc1ccccc1)C(=O)N[C@H](C(=O)O)C(C)C
    6%	38%[activator]	nt
#41 COc1cccc(-c2c(NC(=O)c3ccco3)oc3ccccc3c2=O)c1
    nt	-20%	-22%
#42 Cc1ccc(C(C[N+](=O)[O-])n2nc(C)cc2C)cc1 (stereo unspecified)
    9%	-6%	2.6µM*
#43 COc1ccccc1C(=O)NCCC(=O)Nc1ccc(S(=O)(=O)N2CCCC(C)C2)cc1 (stereo unspecified)
    3%	-7%	-9%
#44 CCOC(=O)CS(=O)(=O)c1nc(-c2ccc(F)cc2)cc(C(F)(F)F)n1
    1%	-6%	0.82µM*
#45 O=C(O)COc1ccccc1/C=N/NC(=O)CSc1nnc(SCc2cccc3ccccc23)s1
    -3%	-5%	?
#46 CCOC(=O)C1CCN(CC(=O)Nc2cc(S(=O)(=O)N3CCOCC3)ccc2C)CC1
    nt	-5%	-20%
#47 CCOC(=O)c1c(NC(=O)C2CCCO2)sc2c1CCC2 (stereo unspecified)
    -1%	nt	-26%
#48 Cc1cccc2nc(CSc3nc4[nH]ncc4c(=O)n3-c3cccc(Cl)c3)cc(=O)n12
    5%	0%	?
#49 Cc1ccc(S(=O)(=O)NCc2ccccc2)cc1C(=O)N(C)Cc1ccc(F)cc1
    3%	-1%	?
#50 O=C(O)C(Nc1nc(C(F)(F)F)nc2ccccc12)c1ccccc1 (stereo unspecified)
    2%	2%	18%
#51 CN(C)c1ccc(CNCC2CCCO2)cc1 (stereo unspecified)
    nt	-2%	2%
#52 O=C(O)[C@H](CSCc1ccccc1)NS(=O)(=O)c1ccc(F)cc1
    1%	1%	6%
#53 O=C(CCN1C(=O)c2ccccc2C1=O)NCCC1=CCCCC1
    6%	-2%	-12%
#54 O=C(NCCCNC(=O)c1cnccn1)c1cccc(F)c1
    nt	-4%	-24%
#55 CC(=O)Nc1ccc(NC(=O)CSc2ncnc3c2cnn3Cc2ccccc2)cc1
    2%	24%	-12%
#56 Cc1nc2ccccn2c1C(=O)OCC#N
    -4%	6%	-24%
#57 O=C(c1ccccc1Cl)N(C(=O)c1ccccc1Cl)c1nccc(-c2cccs2)n1
    0%	-9%	-7%
#58 CCCCN1C(=O)c2ccc(C(=O)NCc3ccco3)cc2C1=O
    7%	-4%	4%
#59 Cc1ccc(Cl)c(NC(=O)COC(=O)c2nn(C)c(=O)c3ccccc23)c1Cl
    0%	-4%	-8%
#60 C=CCNC(=O)C1CCN(c2c([N+](=O)[O-])cc(C(F)(F)F)cc2[N+](=O)[O-])CC1
    0%	3%	-10%
#61 NS(=O)(=O)c1cccc(NC(=O)CSc2nnc(-c3ccccc3)o2)c1
    2%	1%	7%
#62 Cc1cc2oc(C(=O)Nc3nc(-c4ccccc4)ns3)c(C)c2cc1Cl
    2%	-6%	-91%
#63 O=C(CSC1=Nc2ccccc2C2=NC(CC(=O)NC3CCCCC3)C(=O)N12)Nc1ccc(F)cc1 (stereo unspecified)
    0%	3%	-94%
#64 COc1ccc2c(c1)oc1c(SCc3nc4ccccc4[nH]3)nc(C)nc12
    4%	-4%	nt
#65 Cc1ccc(NCCc2ccc(C)nc2)cc1
    6%	-8%	?
#66 Cc1ccc(NC(=O)COc2ccccc2C(N)=O)cc1S(=O)(=O)N1CCCCCC1
    2%	-11%	3.7µM*
#67 CC[C@@]1(C(=O)OC)N[C@H](CN(C)C(=O)C2CCCCC2)[C@@H]2C(=O)N(C)C(=O)[C@@H]21
    1%	-2%	1%
#68 CC(C)C[C@H](N)C(=O)N[C@H](C(=O)N[C@H](C(=O)N[C@@H](Cc1ccc(O)cc1)C(=O)N1CCC[C@H]1C(=O)N[C@@H](Cc1c[nH]c2ccccc12)C(=O)N[C@H](C(=O)N[C@@H](CCC(N)=O)C(=O)N[C@@H](CCCN=C(N)N)C(=O)O)[C@@H](C)O)C(C)C)C(C)C
    -1%	-9%	-17%[4.12 µM]
#69 COc1ccccc1NC(=O)C1CCCN1S(=O)(=O)c1ccc(Cl)cc1 (stereo unspecified)
    0%[0.0935 µM]	-15%	16µM*
#70 Cc1ccc(-n2nnc3c(=O)n(CC(=O)OCc4ccccc4)cnc32)cc1
    7%	1%	-19%

(further entries)
Results follow in this order: TDP1 inh	GCN5L2 inh	TDP1 cell noCPT
#71 COc1ccc(OC)c(-c2cc(C(=O)Nc3cccc(Cl)c3)no2)c1
    2%	-8%	-18%
#72 COc1ccc(/C=N/n2cnc3scc(-c4cccs4)c3c2=O)cc1OC
    -4%	1%	?
#73 Cc1ccc(S(=O)(=O)N2CCc3cc4c(cc3C2C)OCCCO4)cc1 (stereo unspecified)
    -2%	?	?
#74 NC(=O)c1ccc(NC(=O)COC(=O)CCN2C(=O)c3ccccc3C2=O)cc1
    0%	-2%	-1%
#75 CCOC(=O)c1c(C)[nH]c(C(=O)CN2C(=O)NC(C)(c3ccc4ccccc4c3)C2=O)c1C (stereo unspecified)
    5%	-17%	?
#76 CN(C)c1ccc(/C=N/NC(=O)C2COc3ccccc3O2)o1 (stereo unspecified)
    0%	-8%	-14%
#77 CCC(=O)NC1=C(NC(C)c2ccccc2)C(=O)c2ccccc2C1=O (stereo unspecified)
    8%	-3%	?
#78 CCCCOP(=O)(c1ccc(N(C)C)cc1)C(O)c1ccncc1 (stereo unspecified)
    0%	1%	-10%
#79 COc1ccc(-c2nn(-c3ccccc3)cc2C(=O)O)cc1OC
    -8%	-9%	15%
#80 COC(=O)C1CCN(C(=O)C2CCN(C(=O)[C@@H](NS(=O)(=O)c3ccc(C)cc3)C(C)C)CC2)CC1
    nt	0%	-10%

Full records from above.
`COc1ccc(OC)c(-c2cc(C(=O)Nc3cccc(Cl)c3)no2)c1` reads TDP1 inh = 2%; GCN5L2 inh = -8%; TDP1 cell noCPT = -18%
`Cc1ccc(S(=O)(=O)N2CCc3cc4c(cc3C2C)OCCCO4)cc1` (stereo unspecified) reads TDP1 inh = -2%; GCN5L2 inh = ?; TDP1 cell noCPT = ?

(list continues)
Results follow in this order: TDP1 inh	GCN5L2 inh	TDP1 cell noCPT
#81 O=C(COc1cc(O)c2c(=O)c3ccccc3oc2c1)OCc1ccccc1
    6%	-3%	-2%
#82 Cc1cc(-c2n[nH]c(=S)n2Cc2ccco2)nn1C
    -1%	2%	1%
#83 CCC(=O)Nc1ccc(-c2nnc3c4ccccc4c(C)nn23)cc1
    -1%	1%	?
#84 CC1Oc2ccccc2OC1C(=O)Nc1ccccn1 (stereo unspecified)
    2%	-5%	-11%
#85 Cc1oc(-c2ccccc2)cc1C(=O)NC1CCN(Cc2ccccc2)CC1
    -1%	-5%	-27%
#86 O=C1NC[C@@H](Cc2ccc(O)cc2)N(CC2CCCCC2)C1=O
    0%	-12%	1%

Bioassay records as filed in PubChem BioAssay.

An excerpt; rates above refer to the full screens.
